Screening data from PubChem.
TSHR antag: blocks TSH signaling through the human TSH receptor; P16473; TSHR-expressing cells, TSH-stimulated cAMP HTRF, 2 h; hits give low values; activity change, negative = inhibition, % at 11.5 µM; hit rate 0.2% among 330,000;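 active = activity change below a set negative limit, meaning inhibition stronger than a set level, cut at about -70% in these data; inconclusive = activity change between two set negative limits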; note: % is set by controls: 0 for no effect and ±100 for the full control effect
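TSHR-expressing cells, 200/well, pre-treated with compound, then stimulated with EC80 TSH (4nM final) for 2 hours at 37 deg C. cAMP measured by competitive HTRF: anti-cAMP cryptate antibody in lysis buffer plus cAMP-d2, read after 30 minutes at room temperature.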
uPA generation: blocks generation of uPA at the cell surface | cell surface uPA generation assay, qHTS | Potency, µM (titrated, usually from 38.3 µM), for the others: top-dose activity change, negative = inhibition, hits mostly inhibitors | hit rate 0.31% among 330,000 | AID 540303; active = well fitted inhibition curve with a large enough effect; inconclusive = small, poorly fitted or top-dose-only effect; inactive = no such curve, though single readings can be large or run the other way; tested in mouse RAW 264.7 cells; note: potency is the fitted concentration of half-maximal effect; % is set by controls: 0 for no effect and ±100 for the full control effect; nearly all actives have a fitted effect of over 55% in size
Chronic BCR inh: inhibitors of chronic active B-cell receptor signaling; ABC-DLBCL IkBa-CBG/CBR reporter, luminescence ratio, 4 h; AID 493014; Potency, µM (titrated, usually from 46.1 µM), without a hit: top-dose ratio change, negative = lower green/red ratio, hits mostly inhibitors; hit rate 0.05% among 340,000; active = well fitted inhibition curve with a large enough effect in the signal ratio, with a control signal flat, not every such curve was filed as active; inconclusive = small, poorly fitted or top-dose-only effect, or effect the other way, or a change in a side signal; the % refers to the signal ratio;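 note: potency is the fitted concentration of half-maximal effect; plate controls were basal doxycycline-induced cells for no effect and cells given 10 µM MG132 for full effect; MG132 reads +100%, hits lower the ratio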
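Compounds up to 46 uM were incubated four hours with TMD8 cells whose green CBG68 luciferase is fused to IkappaBalpha; red CBR luminescence normalised the signal, and concentration-effect curves were fitted to fusion, red and ratio data.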
USP2a inh: USP2a (human) protease inhibition | O75604 | hit rate 0.01% among 330,000 | Potency, µM (series often up to 38.3 µM), inactives show at the top dose activity change, negative = inhibition, most hits filed as inhibitors | USP2 core, Ub-CHOP2 coupled fluorogenic reporter, 485/531;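 note: potency is the fitted concentration of half-maximal effect; plate controls were DMSO wells for no effect and full inhibition by NEM control for full effect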
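Deubiquitinase activity read as fluorescence (485/531 nm) after Ub-CHOP2 cleavage activates the enterokinase reporter on its substrate; USP2 core 10nM, Ub-CHOP2 and substrate 25nM each, 30min compound preincubation then 60min RT; data normalized to NEM, curves fitted.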
Mito fusion yeast: mitochondrial division inhibition or fusion activation. S. cerevisiae fusion-defective mutant growth rescue, CellTiterGlo 48 h. Potency, µM (series often up to 46.1 µM), inactives show at the top dose growth rescue (activation), usual class: activators. hit rate 0.23% among 320,000. AID 485298;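 note: potency is the fitted concentration of half-maximal effect; % of control where 0% means no effect; nearly all actives have a fitted effect of over 45% in size; temperature-sensitive fusion mutants such as fzo1-1 at 37 °C on non-fermentable ethanol glycerol medium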
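S. cerevisiae fusion-defective temperature-sensitive mutants (e.g. fzo1-1, mgm1-5) grown 48 h at 37C in YPEG (ethanol/glycerol non-fermentable) medium with 23 nl compound per well; growth rescue read as CellTiterGlo luminescence.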
PTAP TSG101 blk: blocks PTAP/TSG101 interaction to inhibit HIV-1 budding | Potency, µM (series often up to 115 µM), for the others: at the highest dose activity change, negative = inhibition, usual class: inhibitors | Q99816 | Fluorescence polarization, FITC-PTAP peptide / Tsg101 binding | 340,000 tested, under 10 active; active = well fitted inhibition curve with a large enough effect in the main read-out, with a control signal flat, not every such curve was filed as active; inconclusive = small, poorly fitted or top-dose-only effect, or effect the other way, or a change in a side signal; inactive = no such curve, though single readings can be large or run the other way; note: potency is the fitted concentration of half-maximal effect; % of control where 0% means no effect
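Compounds were pin-transferred onto Tsg101 binding domain (10 uM final) in HEPES pH 7.5 buffer, then FITC-PTAP peptide was added at 50 nM final. After 20 min at RT, polarization reported peptide displacement across a qHTS concentration series.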
TCR act: activators of T cell receptors; primary human leukocytes, anti-CD3, IL-2 HTRF, 48 h; Potency, µM (top dose mostly 9.22 µM), for inactives: at the top dose activation of IL-2 secretion, actives largely listed as activators; 330,000 tested, under 10 active; note: % of control where 0% means no effect
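1) Mix primary human leukocytes, a-CD3 beads and compound. 2) Incubate 48 hr. 3) Add HTRF IL-2 reagents (a-IL-2-K, a-IL-2-d2).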
Eya2 inh: blocks the phosphatase activity of human Eya2; O00167; recombinant Eya2, OMFP fluorescence dephosphorylation (OMFP is methylfluorescein phosphate); Potency, µM (doses to about 76.9 µM), inactives show top-dose activity, negative = inhibition, hits mostly inhibitors; hit rate 0.006% among 330,000; AID 488837; note: potency is the fitted concentration of half-maximal effect; % is set by controls: 0 for no effect and ±100 for the full control effect
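Eya2 (0.2 uM) preincubated 10 min at ambient with compound, then OMFP substrate added at 50 uM; 10 min reaction in 50 mM HEPES pH 7.5, 50 mM NaCl, 5 uM MgCl2, 0.05% BSA, 1 mM DTT. Fluorescence read at Ex 485/Em 525 nm.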
B2AR arrestin: agonists driving beta-arrestin recruitment to human beta2-adrenergic receptor | P07550 | Potency, µM (series often up to 46.1 µM), for inactives: at the top dose activation, most hits filed as activators | beta-arrestin recruitment to beta2AR, cell-based reporter | hit rate 0.02% among 330,000 | AID 492947;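 note: potency is the fitted concentration of half-maximal effect; 0% = DMSO controls and full agonism = EC100 isoproterenol or metaproterenol; nearly all actives have a fitted effect of over 65% in size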
Target sequence (P07550 whole entry, looked up): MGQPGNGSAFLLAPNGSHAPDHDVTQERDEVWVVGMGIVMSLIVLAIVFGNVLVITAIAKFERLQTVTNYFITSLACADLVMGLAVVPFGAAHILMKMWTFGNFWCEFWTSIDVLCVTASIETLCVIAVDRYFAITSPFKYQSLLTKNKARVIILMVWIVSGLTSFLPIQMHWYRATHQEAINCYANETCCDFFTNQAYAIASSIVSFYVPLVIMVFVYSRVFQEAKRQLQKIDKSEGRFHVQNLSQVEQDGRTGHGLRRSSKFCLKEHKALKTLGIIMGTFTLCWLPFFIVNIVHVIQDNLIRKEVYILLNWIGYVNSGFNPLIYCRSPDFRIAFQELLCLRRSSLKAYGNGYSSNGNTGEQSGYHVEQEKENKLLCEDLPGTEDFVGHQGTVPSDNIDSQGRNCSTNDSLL
ELG1 repair inh: inhibitors of ELG1-dependent DNA repair in HEK293T cells | Potency, µM (highest dose often 46.1 µM), without a hit: at the highest dose activity change, negative = inhibition, actives largely listed as inhibitors | HEK293T ELG1-luciferase reporter, luminescence, 16 h; DNA damage induced by 5-fluorouridine | hit rate 2.3% among 330,000; note: potency is the fitted concentration of half-maximal effect; % is set by controls: 0 for no effect and ±100 for the full control effect; nearly all actives have a fitted effect of over 55% in size
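Reporter activity after DNA damage by 5-fluorouridine is monitored. Compound-treated cells incubate 16 hr at 37 °C, then ONE-Glo is added for 30 min before luminescence reading.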
Tb PFK inh: inhibitors of T. brucei phosphofructokinase. AID 485367. hit rate 0.17% among 330,000. Potency, µM (top dose mostly 57.5 µM), for the others: top-dose activity, negative = inhibition, actives largely listed as inhibitors. T. brucei PFK, ADP-Glo luminescence;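 note: potency is the fitted concentration of half-maximal effect; 0% = uninhibited 1x PFK enzyme wells and -100% = no-enzyme wells; nearly all actives have a fitted effect of over 60% in size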
Target sequence (O15648 whole entry, looked up): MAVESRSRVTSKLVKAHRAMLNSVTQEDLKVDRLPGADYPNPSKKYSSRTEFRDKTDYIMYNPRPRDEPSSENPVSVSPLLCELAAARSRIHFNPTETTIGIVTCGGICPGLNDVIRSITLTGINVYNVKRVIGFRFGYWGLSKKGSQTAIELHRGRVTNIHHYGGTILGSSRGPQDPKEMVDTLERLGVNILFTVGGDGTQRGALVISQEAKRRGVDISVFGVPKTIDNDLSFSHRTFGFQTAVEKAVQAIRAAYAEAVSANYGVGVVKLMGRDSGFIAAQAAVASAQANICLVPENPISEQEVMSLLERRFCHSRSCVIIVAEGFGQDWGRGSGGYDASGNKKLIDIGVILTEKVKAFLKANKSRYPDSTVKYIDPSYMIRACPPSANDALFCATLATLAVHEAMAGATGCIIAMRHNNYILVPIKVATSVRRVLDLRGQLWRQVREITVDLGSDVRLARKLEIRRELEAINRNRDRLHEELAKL
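1.25 nM PFK with 0.5 mM F6P and 0.1 mM ATP in 0.1 M TEA pH 8.0, 5 mM MgCl2, incubated 45 min at room temperature; ADP measured by ADP-Glo luminescence; compounds titrated up to 57 uM.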
* = called active by the depositor; ? = inconclusive; . = no result given; [ ] = dose if it differs, or a comment. Unless noted, calls come from the whole dose curve; as a rule, active = well fitted curve in the direction sought with a large enough effect; inconclusive = small, poorly fitted or top-dose-only effect, or another doubt; inactive = no such curve, though single readings can be large; an effect the other way counts as inactive or inconclusive.

structure	uPA generation	TCR act	Mito fusion yeast	Eya2 inh	TSHR antag	PTAP TSG101 blk	B2AR arrestin	Chronic BCR inh	ELG1 repair inh	USP2a inh	Tb PFK inh
O=C(Cc1ccc(Cl)cc1)c1c[nH]c(C(=O)NCc2cccnc2)c1	8%	-5%	-3%	-2%	6	0%	-0.1%	-1%	?	13%	-2%
CCN1CCN(Cc2ccc(NC(=O)c3cc(NC(=O)c4cncc(-c5ccc(C#N)cc5)c4)cc(OC)c3)cc2C(F)(F)F)CC1	-29%	-2%	-11%	4%	3	3%	-0.7%	?	26%	-11%	-2%
CSCC[C@H](NC(=O)c1cccnc1)c1nnc2ccccn12	-3%	0%	-2%	5%	0	-3%	0.2%	-1%	2%	2%	0%
CCC1(C)Cc2c(sc3nc(SCC(=O)O)[nH]c(=O)c23)CO1 (configuration not stated)	4%	1%	0%	9%	6	-6%	0.0%	-13%	10%	-1%	2%
COc1cc(OC)cc(C(=O)N[C@H](C(=O)N2CCc3ccccc32)C(C)C)c1	-8%	-2%[46.1 µM]	22%	4%	-1	-1%	-0.4%	5%	-19%	0%	-1%
O=c1oc(CCO)cc2ccc(Br)cc12	2%	-2%	.	5%	0	-7%	-0.5%	-3%	?	-1%	-8%
CCN(CC)CCNCc1cc(Cl)c(OCC(=O)Nc2ccccc2)c(OC)c1	?	0%	6%	3%	3	0%	-0.2%	?	6%	2%	3%
CNC(=O)c1ccc(-c2ccccc2)s1	-9%	2%	12%	0%	-18	-3%	0.4%	?	?	2%	0%
Nc1ccc2oc3ccc(N)cc3c(=O)c2c1	?	-8%	-2%	20%	2	-4%	0.2%	?	?	3%	2%
COC(=O)CCC(=O)Nc1sc(Cc2ccccc2)c(C)c1C(N)=O	4%	-3%	6%	-5%	-3	-3%	-0.2%	0%	-16%	0%	-11%
Cc1ccc(C)c(N2CCN(C(=O)C3CCN(c4nnc(N5CCCC5=O)s4)CC3)CC2)c1	3%	2%	-5%	4%	20	1%	0.3%	0%	15µM*	-4%	0%
COc1cc(OC)cc(C(=O)NCCCCCCNC(=O)c2cc(OC)cc(OC)c2)c1	8%	-1%	-1%	1%	-1	-6%	-0.9%	-5%	?	-1%	?
CC1CCCCN1C(=O)c1ccccc1OC1CCN(S(C)(=O)=O)CC1 (configuration not stated)	-6%	-4%	4%	-13%	3	-5%	0.0%	3%	-10%	-5%	2%
Cc1nc(Oc2ccc(S(=O)(=O)N3CCOCC3)cc2Cl)c2c3c(sc2n1)CCCC3	7%	13%[46.1 µM]	15%	0%	-14	1%	-0.3%	-4%	?	0%	0%
CCOC(=O)c1cc(-c2cccc([N+](=O)[O-])c2)nc2[nH]c(=O)[nH]c(=O)c12	?	-7%	4%	-5%	-2	1%	-0.3%	2%	?	0%	-6%
CN(CCN(C)C(C)(C)C)C(=O)C(c1ccccc1)c1ccccc1	9%	-2%	-2%	-5%	14	2%	-0.6%	11%	-8%	2%	2%
CCN(CC(=O)Nc1c(F)cccc1F)C(=O)c1cc(S(=O)(=O)NCc2ccccc2)ccc1C	11%	-3%	-13%	-15%	2	0%	-0.5%	-6%	-4%	1%	-1%
Cc1cc(C)nc(NS(=O)(=O)c2ccc(NC(=O)C3(c4ccccc4)CCCC3)cc2)n1	4%	-4%[46.1 µM]	-7%	-8%	2	-2%	-0.7%	-15%	-3%	1%	9%
COCCN(C(=O)COC(=O)c1c(-c2ccccc2)noc1C)c1c(N)n(Cc2ccccc2)c(=O)[nH]c1=O	-1%	-11%	0%	2%	-1	-7%	?	?	12%	3%	-5%
O=C(CCC(=O)N1CCCC1)N1CCCC1	3%	0%	3%	16%	19	-7%	-1.1%	0%	0%	0%	0%

Entries from the list above that contain a Cl atom:
structure	uPA generation	TCR act	Mito fusion yeast	Eya2 inh	TSHR antag	PTAP TSG101 blk	B2AR arrestin	Chronic BCR inh	ELG1 repair inh	USP2a inh	Tb PFK inh
O=C(Cc1ccc(Cl)cc1)c1c[nH]c(C(=O)NCc2cccnc2)c1	8%	-5%	-3%	-2%	6	0%	-0.1%	-1%	?	13%	-2%
CCN(CC)CCNCc1cc(Cl)c(OCC(=O)Nc2ccccc2)c(OC)c1	?	0%	6%	3%	3	0%	-0.2%	?	6%	2%	3%
Cc1nc(Oc2ccc(S(=O)(=O)N3CCOCC3)cc2Cl)c2c3c(sc2n1)CCCC3	7%	13%[46.1 µM]	15%	0%	-14	1%	-0.3%	-4%	?	0%	0%

(more compounds)
structure	uPA generation	TCR act	Mito fusion yeast	Eya2 inh	TSHR antag	PTAP TSG101 blk	B2AR arrestin	Chronic BCR inh	ELG1 repair inh	USP2a inh	Tb PFK inh
COc1cc(-n2cnnn2)ccc1S(=O)(=O)N1CCOCC1	-3%	3%	-1%	0%	7	-12%	-0.6%	4%	-4%	-2%	1%
COCc1nc2oc3ccccc3c(=O)c2cc1C(=O)OC	-16%	1%	17%	11%	-4	-2%	-0.4%	1%	?	0%	-2%
CS(=O)(=O)NNC(=O)c1sccc1OCc1ncc(C(F)(F)F)cc1Cl	-1%	2%	2%	3%	-3	-2%	-0.6%	0%	-5%	-1%	2%
CCN1CCN(c2ncnc3c2sc(=S)n3-c2ccccc2)CC1	-19%	0%[46.1 µM]	0%	5%	-4	-1%	-0.1%	3%	-3%	1%	1%
CCOC(=O)CCc1c(C)c2ccc(OCc3ccc([N+](=O)[O-])cc3)cc2oc1=O	4%	0%	-3%	24%	-1	-4%	0.2%	-1%	1%	-1%	8%
C=CCSC1=NC(=O)/C(=C/c2cccs2)S1	-4%	-3%[46.1 µM]	20%	3%	1	-3%	0.3%	?	2%	2%	-1%
COc1ccccc1CNS(=O)(=O)c1cc(C(=O)NCC2CCCO2)c(Cl)cc1Cl (configuration not stated)	0%	6%[46.1 µM]	.	2%	7	-7%	-0.1%	3%	-13%	2%	4%
COc1ccccc1N(Cc1ccccc1)S(=O)(=O)c1cccc(C(=O)Nc2ccc(C(C)=O)cc2)c1	-5%	-12%[46.1 µM]	-7%	1%	32	3%	0.3%	5%	3%	4%	0%
O=C(O)/C(=C\c1ccco1)NC(=O)c1cccc2ccccc12	.	6%	-1%	5%	28	-7%	0.0%	?	14%	3%	-2%
CSc1ccccc1NC(=O)c1csc(C)c1	-3%	-5%	0%	3%	3	-5%	-1.0%	-3%	?	0%	3%
Cc1nn(CC(=O)NCc2cccc(F)c2)c(=O)c2cccn12	10%	5%	1%	4%	8	-5%	0.2%	-1%	0%	2%	-1%
O=C(COC(=O)CC1Sc2ccccc2NC1=O)NCc1ccccc1 (configuration not stated)	5%	-3%	0%	15%	1	-2%	0.3%	-1%	28%	4%	1%
CCCc1c(C(=O)N/N=C/c2ccncc2)nnn1-c1nonc1N	-1%	4%	1%	22%	21	-8%	-0.3%	0%	0%	1%	0%
COc1ccccc1CNC(=O)C(NC(=O)c1ccc(C)cc1)C(C)C (configuration not stated)	5%	3%	1%	17%	-6	-2%	0.0%	-3%	-3%	0%	-1%
CCN(CC)c1ccc(/C=N/NC(=O)c2cccc(S(=O)(=O)Nc3ccccc3OC)c2)cc1	?	2%	3%	2%	-1	5%	0.2%	-5%	9%	0%	1%
Cc1ccc(S(=O)(=O)N2CCN(C(=O)COC(=O)/C=C/c3ccccc3F)CC2)c(C)c1	-4%	2%	0%	-9%	25	-1%	-0.1%	1%	-1%	2%	-1%
Cc1occc1C(=O)NNC(=O)c1ccccc1F	-9%	2%	-2%	16%	-4	2%	-0.2%	-7%	?	3%	-1%
Cn1nc(C(=O)Nc2cccc(S(=O)(=O)N3CCCCC3)c2)c2ccccc2c1=O	-6%	-5%	29%	-28%	-23	-1%	-0.5%	?	-6%	-7%	0%
